Source: PubChem BioAssay
D2 agonist: agonists of human D2 dopamine receptor. HEK293 T-REx D2 cells, calcium flux agonist mode. activation, % at 2 µM. AID 485358. P14416. 0.53% of 340,000 active;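 active = activation over 3 SD above normal in the single-dose calcium agonist read, cut at about 30% in these data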; also: 0% is about no effect
Target sequence (P14416 whole entry, looked up): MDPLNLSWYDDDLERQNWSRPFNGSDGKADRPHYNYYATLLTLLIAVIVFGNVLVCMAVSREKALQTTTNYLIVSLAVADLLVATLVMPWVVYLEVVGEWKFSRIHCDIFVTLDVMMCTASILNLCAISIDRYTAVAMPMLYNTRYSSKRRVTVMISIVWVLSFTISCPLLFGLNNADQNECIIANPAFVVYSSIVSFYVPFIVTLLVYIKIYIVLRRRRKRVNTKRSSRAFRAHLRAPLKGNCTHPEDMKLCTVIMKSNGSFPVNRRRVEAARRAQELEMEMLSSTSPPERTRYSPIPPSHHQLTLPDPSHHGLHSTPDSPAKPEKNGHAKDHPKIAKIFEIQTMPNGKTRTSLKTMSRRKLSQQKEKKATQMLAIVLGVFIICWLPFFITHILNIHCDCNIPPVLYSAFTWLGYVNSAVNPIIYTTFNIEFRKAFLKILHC
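Agonism scored from kinetic calcium signal (1 read/sec, 180 s) following compound pin transfer, after a 10 s baseline. Cells: HEK293 Trex line expressing inducible D2 receptor coupled to calcium, dye-loaded after overnight culture at 30 C.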
TRHR enhancer: allosteric enhancers of human TRH receptor; P34981; TRHR cells, fluo-8 calcium fluorescence, EC20 TRH enhancement; enhancement, % at 2 µM; 0.66% of 360,000 active; in the data active = enhancement above about 30%; also: 0% is about no effect
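TRHR-expressing cells loaded with fluo-8 calcium dye were read kinetically (ex 480/em 530) during compound addition, then stimulated with an EC20 of TRH (10 nM final). Enhancement of the Gq-mediated intracellular calcium response was scored.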
D2 antag: D2 dopamine receptor (human) antagonism | HEK293 TREx D2 cells, calcium flux, dopamine EC80 | 2% of 340,000 active | P14416 | inhibition, % at 10 µM; in the data active = inhibition above about 30%; also: 0% is about no effect
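Calcium flux kinetic readout in an inducible HEK293 TREx D2 line plated overnight at 30 C. After 180 s compound exposure, an EC80 dopamine challenge follows with another 180 s kinetic read to detect antagonism.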
D2 potentiator: positively modulates the human D2 dopamine receptor allosterically; P14416; HEK293 T-REx D2, calcium flux, EC20 dopamine potentiation; potentiation, % at 10 µM; 0.34% of 340,000 active;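 active = potentiation over 3 SD above the plate norm, cut at about 30% in these data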; also: 0% is about no effect
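Potentiation of an EC20 dopamine calcium response is measured in a force-coupled, tetracycline-inducible Hek293 Trex D2 line. Compound-only kinetic reads over 180 s flag agonists before dopamine addition.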
TRHR agonist: agonists of human TRH receptor | P34981 | TRHR cells, calcium flux fluo-8, FDSS agonist mode | activation, % at 2 µM | 0.18% of 360,000 active | AID 493084; also: 0% is about no effect
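Read-out: compound-evoked intracellular calcium rise in TRHR cells, fluo-8 dye, kinetic FDSS fluorescence at 1 s/cycle following a 10-cycle baseline. Cells cultured overnight before dye loading (30 min–1.5 h, RT).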
D1 antag: blocks dopamine activation of the human D1 receptor; activity change, negative = inhibition, % at 10 µM; P21728; AID 504652; 3.2% of 360,000 active; HEK293 TREx D1 cells, calcium flux, dopamine EC80; active compounds read low; in the data active = activity change below about -30%; also: % is scaled to controls: 0 for no effect and ±100 for the full control effect
Target sequence (P21728 whole entry, looked up): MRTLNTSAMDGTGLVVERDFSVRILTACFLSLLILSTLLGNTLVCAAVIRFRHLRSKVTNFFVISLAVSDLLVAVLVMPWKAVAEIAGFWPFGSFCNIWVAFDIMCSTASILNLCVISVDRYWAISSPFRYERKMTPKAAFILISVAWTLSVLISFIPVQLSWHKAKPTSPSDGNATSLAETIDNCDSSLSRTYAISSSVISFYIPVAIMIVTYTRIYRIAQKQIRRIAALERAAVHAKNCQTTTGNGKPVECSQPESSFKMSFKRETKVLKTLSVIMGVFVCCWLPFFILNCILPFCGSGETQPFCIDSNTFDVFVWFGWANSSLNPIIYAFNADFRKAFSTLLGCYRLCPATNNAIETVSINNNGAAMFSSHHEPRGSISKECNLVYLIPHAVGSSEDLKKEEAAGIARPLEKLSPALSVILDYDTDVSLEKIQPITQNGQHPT
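Compound effects on dopamine-evoked calcium signalling were measured in tetracycline-induced HEK293 Trex D1 cells. Dopamine at EC80 followed a 180 s compound pre-read, and fluorescence was tracked kinetically for 180 s more.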
D1 PAM: human D1 dopamine receptor positive modulation; P21728; HEK293 TREx D1 cells, calcium flux, dopamine EC20 potentiation; potentiation, % at 10 µM; 0.036% of 360,000 active; AID 504651; in the data active = potentiation above about 30%; also: 0% is about no effect
RXFP1 antagonist: antagonists of human relaxin receptor RXFP1. Q9HBX9. HEK293-RXFP1, relaxin-stimulated cAMP HTRF, 30 min; active compounds read low. activity change, negative = inhibition, % at 57.5 µM. 0.59% of 350,000 active;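 active = activity change of -60% or lower, but not beyond a set lower limit; inconclusive = change between -60% and -40%, or beyond the set limit; inactive = change above -40%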; also: % is scaled to controls: 0 for no effect and ±100 for the full control effect
D1 agonist: human D1 receptor agonism | HEK293 T-REx D1 cells, calcium flux, agonist mode | 1% of 360,000 active | activation, % at 2 µM; also: 0% is about no effect
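Tetracycline-induced HEK293 TREx D1 cells, force-coupled to calcium signalling, were dye-loaded with a no-wash calcium kit. Compound was pin-added after a 10 s baseline. Fluorescence was read kinetically at 1 cycle/s for 180 s, with calcium rises flagged as agonism.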
Active calls of the source: *; ? = inconclusive; · = no result given; & = joins results of further samples. Rule as the data show it, unless noted: active = activation above about 30%; inactive = the rest.

canonical_smiles | D1 agonist | D2 agonist | D2 antag | TRHR enhancer | D2 potentiator | D1 antag | TRHR agonist | RXFP1 antagonist | D1 PAM
COCC(C)NC(=O)c1cccc([N+](=O)[O-])c1 (stereo not drawn) | 4 | 1.2 | 19 | -2 | -4 | -7 | 0.9 | 1 | -3
CCOc1nc(C)cc(C)c1S(=O)(=O)c1cccc(Cl)c1 | 30* | -0.5 | -1 | 22 | 12 | -49* | 0.0 | -12 | -4
COc1ccc(N=Nc2cc(C)c(O)c(CN3CCCCC3)c2)cc1 | 1 | -0.5 | -3 | 2 | 11 | 13 | -0.2 | -28 | -1
COc1ccc(-c2nc3n(n2)C(c2cccnc2)C(C(N)=O)=C(C)N3)cc1 (stereo not drawn) | 2 | 0.9 | 8 | 7 | -3 | 3 | 0.5 | -6 | 1
OC(CNC1CCCC1)COc1c(F)cc(Br)cc1F (stereo not drawn) | 13 | -0.2 | 16 | -2 | -12 | -2 | 0.8 | 19 | -4
CN1CCN(c2ncnc3c2[nH]c2ccc(F)cc23)CC1 | 5 | 0.3 | -15 | 27 | -2 | -1 | 0.2 | -12 | -1
CCC(C(=O)N1CCN(C(=O)c2ccco2)CC1)c1ccccc1 (stereo not drawn) | 1 | 0.1 | 4 | -15 | -4 | 5 | 0.9 | 5 | -5
CCN1CCN(C(=O)c2nn(-c3ccc(C)cc3)c(=O)c3c2c2ccccc2n3C)CC1 | 3 | 0.8 | -11 | -10 | -7 | 7 | 0.3 | 4 | -2
COc1cccc(C2c3c(oc4cc(C)c(C)cc4c3=O)C(=O)N2CCCN(C)C)c1 (stereo not drawn) | 4 | 0.4 | -2 | 2 | 0 | -1 | 1.4 | -11 | 2
Cc1ccc(CN=c2c([N+](=O)[O-])nn(-c3ccc4c(c3)OCCO4)n2O)cc1 | 6 | -0.7 | 3 | 4 | -18 | -9 | -0.6 | 1 | -4
N#Cc1ccc(NC(=O)Cn2cnc([N+](=O)[O-])c2)cc1 | 3 | -0.5 | 2 | 5 | 2 | 8 | 0.9 | 3 | 0
CCCCn1c(N)c(N(CC(C)C)C(=O)c2ccc(Cl)c(S(=O)(=O)N3CCCC3)c2)c(=O)[nH]c1=O | 3 | 0.8 | 2 | -7 | -7 | -10 | 0.2 | -4 | 2
Cc1ccccc1NC(=O)CSC1=Nc2ccccc2C2=NC(CCC(=O)NCc3ccccc3)C(=O)N12 (stereo not drawn) | 0 | -0.5 | · | -4 | 2 | -6 | -0.5 | -7 | 3
Cc1cc(C)c(S(=O)(=O)NCCc2sc3nc(-c4ccc(F)cc4)nn3c2C)c(C)c1 | 7 | 1.7 | · | -2 | 10 | · | 0.7 | -21 | -2
Nc1ccccc1OCCOCCOc1ccccc1N | 0 | 0.5 | -8 | -13 | 0 | -6 | 0.2 | ? | 6
COc1ccc(/C=C2\SC(=S)N(N3CCOCC3)C2=O)c(OC)c1 | 2 | -0.5 | -1 | -1 | 11 | -11 | -0.8 | -9 | 3
CCOc1ccc(-c2cccc(NS(=O)(=O)c3ccc(C)s3)c2)nn1 | 0 | -1.3 | · | 1 | -8 | 1 | -0.2 | 4 | 1
CCOc1cc(/C=C2/C(=N)N3C(=NC2=O)SN=C3S(C)(=O)=O)ccc1OS(=O)(=O)c1ccccc1 | -1 | -2.4 | -10 | 0 | 2 | 2 | -0.5 | 8 | -1
CCCCCOCC1CC(C/C(C)=N/NC(N)=S)C(=O)O1 (stereo not drawn) | 3 | 0.0 | -12 | -5 | -1 | 10 | -0.3 | -3 | -5
OC(CNc1nc2ccccc2s1)c1ccccc1 (stereo not drawn) | 0 | 1.0 | -11 | 3 | 3 | 1 | 0.0 | -3 | 6

A section taken from the entries so far, as a working copy:
canonical_smiles | D1 agonist | D2 agonist | D2 antag | TRHR enhancer | D2 potentiator | D1 antag | TRHR agonist | RXFP1 antagonist | D1 PAM
COCC(C)NC(=O)c1cccc([N+](=O)[O-])c1 (stereo not drawn) | 4 | 1.2 | 19 | -2 | -4 | -7 | 0.9 | 1 | -3
CCOc1nc(C)cc(C)c1S(=O)(=O)c1cccc(Cl)c1 | 30* | -0.5 | -1 | 22 | 12 | -49* | 0.0 | -12 | -4
COc1ccc(N=Nc2cc(C)c(O)c(CN3CCCCC3)c2)cc1 | 1 | -0.5 | -3 | 2 | 11 | 13 | -0.2 | -28 | -1
COc1ccc(-c2nc3n(n2)C(c2cccnc2)C(C(N)=O)=C(C)N3)cc1 (stereo not drawn) | 2 | 0.9 | 8 | 7 | -3 | 3 | 0.5 | -6 | 1
OC(CNC1CCCC1)COc1c(F)cc(Br)cc1F (stereo not drawn) | 13 | -0.2 | 16 | -2 | -12 | -2 | 0.8 | 19 | -4
CN1CCN(c2ncnc3c2[nH]c2ccc(F)cc23)CC1 | 5 | 0.3 | -15 | 27 | -2 | -1 | 0.2 | -12 | -1
CCC(C(=O)N1CCN(C(=O)c2ccco2)CC1)c1ccccc1 (stereo not drawn) | 1 | 0.1 | 4 | -15 | -4 | 5 | 0.9 | 5 | -5
CCN1CCN(C(=O)c2nn(-c3ccc(C)cc3)c(=O)c3c2c2ccccc2n3C)CC1 | 3 | 0.8 | -11 | -10 | -7 | 7 | 0.3 | 4 | -2
COc1cccc(C2c3c(oc4cc(C)c(C)cc4c3=O)C(=O)N2CCCN(C)C)c1 (stereo not drawn) | 4 | 0.4 | -2 | 2 | 0 | -1 | 1.4 | -11 | 2
Cc1ccc(CN=c2c([N+](=O)[O-])nn(-c3ccc4c(c3)OCCO4)n2O)cc1 | 6 | -0.7 | 3 | 4 | -18 | -9 | -0.6 | 1 | -4
N#Cc1ccc(NC(=O)Cn2cnc([N+](=O)[O-])c2)cc1 | 3 | -0.5 | 2 | 5 | 2 | 8 | 0.9 | 3 | 0
CCCCn1c(N)c(N(CC(C)C)C(=O)c2ccc(Cl)c(S(=O)(=O)N3CCCC3)c2)c(=O)[nH]c1=O | 3 | 0.8 | 2 | -7 | -7 | -10 | 0.2 | -4 | 2
Cc1ccccc1NC(=O)CSC1=Nc2ccccc2C2=NC(CCC(=O)NCc3ccccc3)C(=O)N12 (stereo not drawn) | 0 | -0.5 | · | -4 | 2 | -6 | -0.5 | -7 | 3
Cc1cc(C)c(S(=O)(=O)NCCc2sc3nc(-c4ccc(F)cc4)nn3c2C)c(C)c1 | 7 | 1.7 | · | -2 | 10 | · | 0.7 | -21 | -2
Nc1ccccc1OCCOCCOc1ccccc1N | 0 | 0.5 | -8 | -13 | 0 | -6 | 0.2 | ? | 6
COc1ccc(/C=C2\SC(=S)N(N3CCOCC3)C2=O)c(OC)c1 | 2 | -0.5 | -1 | -1 | 11 | -11 | -0.8 | -9 | 3

Complete entries as entered above:
Profile of CN1CCN(c2ncnc3c2[nH]c2ccc(F)cc23)CC1 : D1 agonist = 5; D2 agonist = 0.3; D2 antag = -15; TRHR enhancer = 27; D2 potentiator = -2; D1 antag = -1; TRHR agonist = 0.2; RXFP1 antagonist = -12; D1 PAM = -1
Profile of CCOc1ccc(-c2cccc(NS(=O)(=O)c3ccc(C)s3)c2)nn1 : D1 agonist = 0; D2 agonist = -1.3; D2 antag = ·; TRHR enhancer = 1; D2 potentiator = -8; D1 antag = 1; TRHR agonist = -0.2; RXFP1 antagonist = 4; D1 PAM = 1

(cont.)
canonical_smiles | D1 agonist | D2 agonist | D2 antag | TRHR enhancer | D2 potentiator | D1 antag | TRHR agonist | RXFP1 antagonist | D1 PAM
COc1ccc(S(=O)(=O)n2nc(-n3c(C)ccc3C)c3c(F)cccc32)cc1OC | 9 | -1.1 | 12 | 1 | 7 | -34* | -0.9 | -10 | -11
CCOc1ccc(N(C(=O)c2snc(C(N)=O)c2N)C(C(=O)NC2CCCC2)c2ccncc2)cc1 (stereo not drawn) | -1 | 0.7 | -7 | 9 | -10 | -5 | -0.8 | -14 | 2
NC(=O)C1CCN(c2nc(C3CC3)nc3c2nnn3Cc2ccccc2Cl)CC1 | 0 | -1.3 | 1 | -3 | 5 | 11 | -0.3 | -13 | 4
O=C(CSc1nnc(CNC(=O)c2cccs2)o1)Nc1ccc(Cl)cc1 | 3 | · | · | -2 | · | -26 | -0.8 | 4 | -2
O=c1oc2c3c4c(cc2s1)CCCN4CCC3 | 1 | 0.3 | -3 | -9 | -2 | 4 | 1.6 | 4 | -3
COc1cc2cc(-c3ccc(O)cc3O)nc(C)c2cc1OC | 2 | · | · | 5 | -1 | 3 | 0.3 | 10 | 10
COc1ccc(OCC(O)Cn2c(=N)n(CCN3CCCCC3)c3ccccc32)cc1 (stereo not drawn) | 0 | 0.2 | 1 | 2 | -11 | 12 | -0.1 | 2&-13 | -2
O=C(COc1cccc(F)c1)Nc1nc(-c2ccncc2)cs1 | 4 | 0.3 | -5 | 5 | 7 | -4 | 0.9 | 2 | 3
CCN(CC(=O)Nc1c(F)cccc1F)C(=O)c1nn(C)c(=O)c2ccccc12 | 2 | 0.2 | 10 | -2 | 2 | 11 | -0.1 | 0 | ·
COCCCN=C1NN=C(c2cc(C)n(-c3ccccc3F)c2C)CS1 | 33* | -0.3 | 2 | 2 | 24 | -32* | -1.4 | -1 | 5
O=C(NC1CC1)c1ccc(S(=O)(=O)NC2CCCCCC2)cc1 | 5 | 0.3 | -1 | -1 | 16 | -18 | 0.0 | 1 | -5
CCN=C1SC(CC(=O)Nc2ccccc2)C(=O)N1CC (stereo not drawn) | 0 | 1.1 | 9 | -6 | · | 0 | -0.5 | -6&8 | -6
Cc1oc2nc(SCCCC(=O)NCCO)nc(N)c2c1C | 5 | 0.3 | -10 | -9 | -4 | 9 | -0.2 | 7 | -3
CC(C)OC(=O)COc1ccc(-c2ccccc2)cc1 | 11 | 0.4 | -17 | 1 | -12 | -8 | 0.1 | -2 | -5
COC(=O)C(NC(C)=O)(Nc1nc2ccc(C)cc2s1)C(F)(F)F (stereo not drawn) | 0 | 1.1 | -6 | 4 | 4 | -4 | -0.2 | -2 | 0
Cc1cccc(N2CCN(c3nc4ccc(C(=O)c5ccccc5)cc4n4cnnc34)CC2C)c1 (stereo not drawn) | 2 | 0.4 | · | -4 | 8 | 0 | 0.3 | -21 | 0
CC(=O)O[C@]1(C(C)=O)CC[C@H]2[C@@H]3C=C(C)C4=CC(=O)CC[C@@H]4[C@H]3CC[C@@]21C | -2 | 1.9 | -15 | -4 | 6 | 9 | 0.3 | · | 3
CC(NC(=O)c1ccccc1Br)c1nnc(SCc2ccc([N+](=O)[O-])cc2)n1C (stereo not drawn) | -1 | 0.3 | 0 | -2 | 10 | -8 | 0.5 | -10 | -3
COc1ccccc1C(=O)NCCC(=O)NC1CCC(C)CC1 (stereo not drawn) | 1 | -2.0 | 20 | -3 | 0 | -7 | -0.6 | 15 | 1
CCN(CC)Cc1cc(CC(C(N)=O)C(N)=O)ccc1OC | 0 | 0.3 | -14 | 1 | -1 | 7 | 0.2 | -10 | -8
CCc1cc2c(N[C@@H](C)C(=O)O)ncnc2s1 | 11 | -0.1 | -4 | 26 | 8 | 5 | -0.1 | -6 | -2
Cc1ccccc1NS(=O)(=O)c1ccc(OCCNS(C)(=O)=O)cc1 | 1 | 0.2 | -2 | 9 | 6 | -11 | 0.5 | 11 | 10
